CSN deneddyl inh: inhibitors of human CSN-mediated cullin deneddylation. 360,000 compounds, 0.38% hits. Q92905. inhibition, % at 12.5 µM. Purified CSN, SCF-Nedd8-OG deneddylation, fluorescence polarization;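 active means pattern-corrected inhibition above about 35%, with an unprinted fluorescence ratio check between 0.5 and 1.5, limit read from the data, passing the limit was not always enough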;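 further: 0% = enzyme with substrate and 100% = substrate without enzyme; some results filed as inactive read as strong as hits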
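Material: purified human Csn5 enzyme expressed in HEK293T cells / Medium: Tris buffer pH 7.5, NaCl, DTT, Tween-20, trehalose, ovalbumin / Compound dosing: 12.5 µM single point / Schedule: 90 min incubation of compound, enzyme and substrate at room temperature / Signal: fluorescence polarization of the substrate / Control set: no-enzyme wells high, enzyme-with-substrate wells low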
FAS TE block: blocks the thioesterase domain of human fatty acid synthase. recombinant FAS-TE, OMFH fluorogenic substrate, fluorescence endpoint. P49327. inhibition, % at 15 µM. AID 602261. 360,000 compounds, 0.67% hits;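 active means compounds whose normalised, plate-corrected inhibition of enzyme fluorescence in the single-dose primary screen is 50% or more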;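 further: 0% = DMSO with enzyme and 100% = substrate without enzyme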
NadD inh: inhibitors of Staphylococcus aureus NadD; purified NadD enzyme, colorimetric absorbance read-out; 360,000 compounds, 0.78% hits; inhibition, % at 20 µM; in the data active means inhibition above about 26%; further: some compounds past the cut are filed as inactive
Rpn11 block: blocks the human proteasome subunit Rpn11. calls only at 20 µM. human 26S proteasome, Ub4-pepOG fluorescence polarization; 20S core pre-blocked with epoxomicin. 360,000 compounds, 0.59% hits;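 active means inhibition at 20 µM, scaled to each plate's controls, above about 33%, limit read from the data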
MT1-MMP act inh: inhibitors of human MT1-MMP activation | AID 651647 | 360,000 compounds, 0.061% hits | GFP/RFP ratio change, % at 20 µM | P50281 | HT1080 RFP-PRO-GFP cells, GFP/RFP ratio fluorescence, overnight; percent of plate control window, DMSO zero;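 active means GFP/RFP ratio change of at least 30% with cell ATP level not reduced by more than half and red fluorescence within 50% of control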; further: strong numbers were not always called active
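system = RFP-PRO-GFP reporter HT1080 cells | dosing = 20 µM single dose, 1% DMSO | timing = overnight cell settling, then overnight compound exposure, 37 °C, 5% CO2 | read-out basis = GFP/RFP fluorescence ratio | controls = DMSO and RFP-L50D-GFP cell wells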
Rin1-Abl PPI inh: blocks binding of human Rin1 to Abl | P00519+Q13671 | inhibition, % at 7.35 µM | AID 588664 | 360,000 compounds, 0.4% hits | TR-FRET Rin1/Abl binding, biochemical; in the data active means inhibition above about 5%, passing the limit was not always enough
Target sequence (P00519 whole entry, looked up): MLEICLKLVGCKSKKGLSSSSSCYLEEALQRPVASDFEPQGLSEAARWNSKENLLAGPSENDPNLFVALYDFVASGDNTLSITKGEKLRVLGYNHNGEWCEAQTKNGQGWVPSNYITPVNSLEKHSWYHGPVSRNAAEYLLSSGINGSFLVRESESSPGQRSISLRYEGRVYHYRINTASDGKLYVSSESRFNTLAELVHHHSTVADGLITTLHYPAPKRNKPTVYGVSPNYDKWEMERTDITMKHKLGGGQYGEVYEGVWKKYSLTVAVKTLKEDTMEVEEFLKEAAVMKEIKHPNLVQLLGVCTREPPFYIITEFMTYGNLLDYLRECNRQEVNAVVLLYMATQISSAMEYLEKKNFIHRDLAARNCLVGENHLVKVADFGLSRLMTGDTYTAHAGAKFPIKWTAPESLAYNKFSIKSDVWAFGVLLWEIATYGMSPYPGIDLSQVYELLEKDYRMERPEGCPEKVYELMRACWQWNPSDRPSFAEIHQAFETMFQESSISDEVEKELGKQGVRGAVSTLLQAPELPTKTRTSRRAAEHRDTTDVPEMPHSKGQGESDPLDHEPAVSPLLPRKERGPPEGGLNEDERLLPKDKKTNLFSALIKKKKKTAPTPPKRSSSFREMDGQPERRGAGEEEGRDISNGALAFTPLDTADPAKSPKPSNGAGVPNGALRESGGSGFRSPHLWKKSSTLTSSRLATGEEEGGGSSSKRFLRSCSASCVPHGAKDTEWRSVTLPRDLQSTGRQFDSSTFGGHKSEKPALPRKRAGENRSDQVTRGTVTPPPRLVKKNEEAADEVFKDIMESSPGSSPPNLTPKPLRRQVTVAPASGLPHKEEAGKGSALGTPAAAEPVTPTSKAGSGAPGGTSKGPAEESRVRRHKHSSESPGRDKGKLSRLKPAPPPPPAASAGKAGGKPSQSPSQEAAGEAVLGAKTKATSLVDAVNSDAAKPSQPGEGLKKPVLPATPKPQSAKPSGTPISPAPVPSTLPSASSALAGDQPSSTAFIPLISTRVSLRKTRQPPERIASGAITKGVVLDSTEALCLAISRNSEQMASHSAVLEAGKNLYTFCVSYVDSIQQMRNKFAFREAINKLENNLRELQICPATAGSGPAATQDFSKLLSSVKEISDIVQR
Target sequence (Q13671 whole entry, looked up): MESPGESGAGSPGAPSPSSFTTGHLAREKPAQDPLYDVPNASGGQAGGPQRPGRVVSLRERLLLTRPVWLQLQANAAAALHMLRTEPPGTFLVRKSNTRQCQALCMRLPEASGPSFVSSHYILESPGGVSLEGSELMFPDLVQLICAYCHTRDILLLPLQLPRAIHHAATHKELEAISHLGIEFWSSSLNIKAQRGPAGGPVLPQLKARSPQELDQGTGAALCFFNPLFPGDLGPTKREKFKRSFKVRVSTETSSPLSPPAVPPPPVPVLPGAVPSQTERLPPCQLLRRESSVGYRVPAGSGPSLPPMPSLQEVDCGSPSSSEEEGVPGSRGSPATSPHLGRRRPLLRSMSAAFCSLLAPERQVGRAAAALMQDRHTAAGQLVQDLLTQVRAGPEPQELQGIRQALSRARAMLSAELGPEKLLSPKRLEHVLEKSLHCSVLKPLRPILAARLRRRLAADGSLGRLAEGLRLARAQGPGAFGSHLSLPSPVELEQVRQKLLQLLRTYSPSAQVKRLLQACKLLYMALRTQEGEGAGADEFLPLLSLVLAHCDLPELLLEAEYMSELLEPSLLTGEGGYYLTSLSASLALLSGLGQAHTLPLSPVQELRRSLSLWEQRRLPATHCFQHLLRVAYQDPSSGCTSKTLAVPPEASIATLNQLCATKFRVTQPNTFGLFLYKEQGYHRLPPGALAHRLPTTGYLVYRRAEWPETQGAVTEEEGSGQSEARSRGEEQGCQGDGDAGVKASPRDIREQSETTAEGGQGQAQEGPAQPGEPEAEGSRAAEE
Neddyl block: cullin neddylation inhibition; P61081+Q13564; calls only at 25 µM; TR-FRET cullin neddylation, biochemical; 360,000 compounds, 0.58% hits; in the data active means inhibition above about 36%
SKN-1 block: inhibitors of C. elegans SKN-1; C. elegans VP596 Pgst-4::GFP/RFP ratio, acrylamide-induced, 24 h; inhibition, % at 21.8 µM; AID 624304; 360,000 compounds, 0.49% hits;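 active means interference check ratio from 0.5 to 1.5 plus GFP to RFP signal ratio inhibition reaching or exceeding a fixed threshold, cut at about 30% in these data, passing the limit was not always enough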; further: some compounds called inactive have numbers as strong as hits
PABP1 MLLE inh: blocks PAM2 peptide binding to the PABP1 MLLE domain. inhibition, % at 20 µM. AID 588489. 360,000 compounds, 0.36% hits. P11940. GST-MLLE / FITC-PAM2 fluorescence polarization; in the data active means inhibition above about 35%, passing the limit was not always enough;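 further: plate controls were DMSO wells with GST-MLLE for no effect and wells lacking GST-MLLE protein for full effect; some results filed as inactive read as strong as hits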
Starred values were filed as active, the others as inactive; i = inactive; / = no result given; + = active, no number.

1. CN(C(=O)COC(=O)C1CCN(S(=O)(=O)c2ccc(Cl)cc2)CC1)C1CCS(=O)(=O)C1 (stereo not given)
2. Cc1ccc(S(=O)(=O)CC(=O)Nc2ccc3nc(C)sc3c2)cc1
3. O=C1c2ccccc2C(=O)N1CCN1CCc2ccccc21
4. Fc1ccc(CNC(=S)NC2CCCCCC2)cc1
5. O=C(COC(=O)c1ccc(F)cc1F)NCc1ccc2c(c1)OCO2
6. CCCS(=O)(=O)NC(=O)C1(C)CCN(C(=O)c2ccc(OC(F)F)cc2)C1 (stereo not given)
7. O=[N+]([O-])c1cc(Cc2ccccc2)cc(C=Nc2ccc(N3CCOCC3)cc2)c1O
8. CCCNC(=S)Nc1ccc(F)cc1F
assay / compound,1,2,3,4,5,6,7,8
FAS TE block,-4.5,-2.7,4.5,9.8,-4.5,-6.3,1.8,-8.7
CSN deneddyl inh,1.3,-1.8,-2.8,-3.7,-1.0,-2.5,-2.8,0.8
Rin1-Abl PPI inh,-0.9,-6.2,3.4,-1.1,0.1,-0.4,-5.9,1.1
Rpn11 block,i,i,i,i,i,i,i,i
SKN-1 block,5.5,12.4,10.4,1.8,5.1,6.8,-3.1,-8.6
Neddyl block,i,i,i,i,i,i,i,i
NadD inh,4.4,-2.5,1.6,0.6,0.0,-2.7,26.7,2.2
MT1-MMP act inh,-1.6,2.6,17.1,2.6,1.1,2.1,21.4,2.2
PABP1 MLLE inh,-65.8,-4.8,0.1,-71.5,-4.7,-1.9,6.2,-2.3

9. COc1ccc(CN(CC(=O)NC2CCCCC2)C(=O)CCC(=O)Nc2nccs2)cc1
10. O=C(NC1CCCCC1)C(c1ccc(C(F)(F)F)cc1)n1c(=O)c(-c2ccccc2)nc2ccccc21 (stereo not given)
11. CS(=O)(=O)c1ccc(N)c(SSc2cc(S(C)(=O)=O)ccc2N)c1
12. CCOc1cccc(C(=O)Nc2nc(-c3ccc(S(=O)(=O)N4CCOCC4)cc3)cs2)c1
13. Cc1nc2c(OCc3cc(Cl)cc(Cl)c3)cccn2c1N(C)C(=O)CCC1CCCC1
14. CC(=O)C1=C(O)C(=O)N(c2cc(C(C)(C)C)on2)C1c1ccc(C(C)C)cc1 (stereo not given)
15. Cc1cccc(NC(=O)Nc2ccccc2[N+](=O)[O-])n1
16. COc1ccccc1-c1cn[nH]c1-c1ccc(OCc2ccc(F)cc2)cc1O
assay / compound,9,10,11,12,13,14,15,16
FAS TE block,0.1,/,-12.0,10.5,27.3,3.7,-1.7,-39.5
CSN deneddyl inh,-1.4,0.3,0.1,3.4,-3.6,2.8,1.7,-0.8
Rin1-Abl PPI inh,0.5,/,3.3,-3.5,-1.8,1.8,-2.2,0.7
Rpn11 block,i,/,i,i,i,i,i,i
SKN-1 block,9.8,2.7,1.5,-9.5,5.2,-0.4,0.5,6.1
Neddyl block,i,+,i,i,i,i,i,i
NadD inh,-5.3,/,-0.9,14.6,12.2,17.0,-1.7,-3.7
MT1-MMP act inh,0.2,-29.3,-4.3,2.6,-26.0,3.7,-1.7,5.1
PABP1 MLLE inh,0.6,/,29.2,13.7,-1.5,-6.4,0.5,4.9

Looked up by structure from the list above:
2. Cc1ccc(S(=O)(=O)CC(=O)Nc2ccc3nc(C)sc3c2)cc1
14. CC(=O)C1=C(O)C(=O)N(c2cc(C(C)(C)C)on2)C1c1ccc(C(C)C)cc1 (stereo not given)
assay / compound,2,14
FAS TE block,-2.7,3.7
CSN deneddyl inh,-1.8,2.8
Rin1-Abl PPI inh,-6.2,1.8
Rpn11 block,i,i
SKN-1 block,12.4,-0.4
Neddyl block,i,i
NadD inh,-2.5,17.0
MT1-MMP act inh,2.6,3.7
PABP1 MLLE inh,-4.8,-6.4

Additional structures follow:
17. O=C(CCNS(=O)(=O)c1ccccc1)N1CCN(C(c2ccccc2)c2ccccc2)CC1
18. CCOC(CNc1ncnc2c1cnn2C)OCC
19. Cc1ccc(-n2nnnc2-c2cccc(C)c2)cc1
20. CCN(c1ccccc1)S(=O)(=O)c1ccc(C(=O)NCCCN2CCOCC2)cc1
21. Cc1cc(-c2cc(-c3ccc(Cl)cc3)nc(N)c2C#N)co1
22. O=C(Cn1cnc2c(nnn2Cc2ccc(Cl)cc2)c1=O)NCC1CCCO1 (stereo not given)
23. COc1cc(/C=N/N2CCCCC2)cc([N+](=O)[O-])c1O
24. CC(C)c1ccc(C2OC(CCc3ccccc3)Cc3[nH]c(=S)[nH]c(=O)c32)cc1 (stereo not given)
assay / compound,17,18,19,20,21,22,23,24
FAS TE block,15.5,-4.9,2.9,-5.0,16.5,-5.1,-1.7,31.3
CSN deneddyl inh,-2.1,0.7,-5.2,-3.4,8.3,-6.1,-2.1,-0.9
Rin1-Abl PPI inh,1.9,2.2,-2.9,0.3,-0.4,-2.0,-2.8,/
Rpn11 block,i,i,i,i,i,i,i,/
SKN-1 block,11.8,-4.8,1.2,-1.1,-8.7,17.4,12.9,-9.4
Neddyl block,i,i,i,i,i,i,i,i
NadD inh,-3.7,-8.7,0.5,-3.5,84.2*,-2.9,1.7,20.4
MT1-MMP act inh,-11.6,-2.5,-1.4,4.3,-16.7,0.6,3.3,-2.7
PABP1 MLLE inh,-0.5,12.2,0.6,8.7,-14.3,9.2,16.1,/

25. CC(=O)Nc1ccc(N2CCCCC2)c(C(=O)Nc2cccc(C)c2)c1
26. O=C1c2cccnc2C(=O)N1Cc1ccc(S(=O)(=O)N2CCOc3ccccc32)cc1
27. CCCN(CCC)S(=O)(=O)c1ccc(NC(=O)Cc2cccs2)cc1
28. OC1CCCN(Cc2ccc3c(c2)Cc2ccccc2-3)C1 (stereo not given)
29. CCOC(=O)C[C@@H](C#N)NC(=O)[C@@H]1CCCN1C(=O)[C@@H](NC(=O)c1ccc(N)c(Cl)c1)C(C)(C)C
30. O=C(CSc1nnc(-c2ccncc2)o1)Nc1cccc(Cl)c1
31. Nn1c(SCc2ccc(Br)cc2)nnc1-c1cccnc1
32. COc1ccc(-c2n[nH]c(=S)o2)c(OC)c1
assay / compound,25,26,27,28,29,30,31,32
FAS TE block,19.6,11.5,24.4,-5.6,-8.5,-6.3,-8.6,-8.6
CSN deneddyl inh,-0.3,-8.1,1.5,-6.4,-3.6,1.4,-1.9,-1.9
Rin1-Abl PPI inh,3.1,2.0,3.0,-5.7,-0.8,1.1,-1.7,-4.7
Rpn11 block,i,i,i,i,i,i,i,i
SKN-1 block,17.6,6.8,14.3,1.0,-5.8,-1.9,2.5,7.0
Neddyl block,i,i,i,i,i,i,i,/
NadD inh,-8.0,3.0,-1.4,-3.1,1.9,-1.8,4.0,-1.2
MT1-MMP act inh,-0.7,-5.2,-8.0,15.6,0.7,0.4,0.0,8.8
PABP1 MLLE inh,-1.8,6.3,-8.3,7.9,-7.0,2.0,-21.5,-80.7

Exported with two lines to a compound: entries from further up.
Screens in order: FAS TE block, CSN deneddyl inh, Rin1-Abl PPI inh, Rpn11 block, SKN-1 block, Neddyl block, NadD inh, MT1-MMP act inh, PABP1 MLLE inh
[24] CC(C)c1ccc(C2OC(CCc3ccccc3)Cc3[nH]c(=S)[nH]c(=O)c32)cc1 (stereo not given)
→ 31.3, -0.9, /, /, -9.4, i, 20.4, -2.7, /
[25] CC(=O)Nc1ccc(N2CCCCC2)c(C(=O)Nc2cccc(C)c2)c1
→ 19.6, -0.3, 3.1, i, 17.6, i, -8.0, -0.7, -1.8
[26] O=C1c2cccnc2C(=O)N1Cc1ccc(S(=O)(=O)N2CCOc3ccccc32)cc1
→ 11.5, -8.1, 2.0, i, 6.8, i, 3.0, -5.2, 6.3
[27] CCCN(CCC)S(=O)(=O)c1ccc(NC(=O)Cc2cccs2)cc1
→ 24.4, 1.5, 3.0, i, 14.3, i, -1.4, -8.0, -8.3
[28] OC1CCCN(Cc2ccc3c(c2)Cc2ccccc2-3)C1 (stereo not given)
→ -5.6, -6.4, -5.7, i, 1.0, i, -3.1, 15.6, 7.9
[29] CCOC(=O)C[C@@H](C#N)NC(=O)[C@@H]1CCCN1C(=O)[C@@H](NC(=O)c1ccc(N)c(Cl)c1)C(C)(C)C
→ -8.5, -3.6, -0.8, i, -5.8, i, 1.9, 0.7, -7.0
[30] O=C(CSc1nnc(-c2ccncc2)o1)Nc1cccc(Cl)c1
→ -6.3, 1.4, 1.1, i, -1.9, i, -1.8, 0.4, 2.0
[31] Nn1c(SCc2ccc(Br)cc2)nnc1-c1cccnc1
→ -8.6, -1.9, -1.7, i, 2.5, i, 4.0, 0.0, -21.5
[32] COc1ccc(-c2n[nH]c(=S)o2)c(OC)c1
→ -8.6, -1.9, -4.7, i, 7.0, /, -1.2, 8.8, -80.7

Next results:
33. CCOC(=O)N(O)c1ccc(C=Cc2ccccc2)cc1
34. C[C@@H]1CN([C@H](C)CO)C(=O)c2c(c3ccccc3n2C)-c2ccccc2CO[C@H]1CN(C)Cc1ccc(Oc2ccccc2)cc1
35. C/C=C/C=N/NC(=O)CN(c1ccc(Br)cc1)S(=O)(=O)c1ccccc1
36. Nc1ccccc1C#Cc1ccc([N+](=O)[O-])cc1
37. CC1=C(C/C=C(\C)CCCC(C)CCCC(C)CCCC(C)C)C(=O)c2ccccc2C1=O (stereo not given)
38. CCC1CO/C(=C(\C(=C(Cl)Cl)N2CCOCC2)[N+](=O)[O-])N1 (stereo not given)
39. O=C(Nc1nnc(SCCC2OCCO2)s1)C1CC(=O)N(c2ccc(F)cc2)C1 (stereo not given)
40. CCN(CC)CCNC(=S)Nc1ccc2nc(N3CCN(CC)CC3)cc(C)c2c1
assay / compound,33,34,35,36,37,38,39,40
FAS TE block,-22.0,20.4,58.5*,14.4,11.6,-1.7,3.6,-4.2
CSN deneddyl inh,6.4,1.6,2.6,2.2,0.4,0.2,0.2,5.4
Rin1-Abl PPI inh,8.0,-0.7,-2.9,0.9,-0.4,-1.2,0.6,-1.9
Rpn11 block,i,i,i,i,i,i,i,i
SKN-1 block,12.1,3.9,5.8,-4.6,2.8,8.5,15.6,4.4
Neddyl block,i,i,i,i,i,i,i,i
NadD inh,-5.3,0.0,6.2,-3.6,8.6,-3.8,5.0,0.5
MT1-MMP act inh,-2.1,5.7,-2.4,-7.9,-2.3,2.4,-4.3,6.7
PABP1 MLLE inh,-9.5,10.7,3.1,-19.0,5.0,5.5,-52.7,4.2

41. CCOc1ccc(C(CC(=O)O)NC(=O)C23CC4CC(CC(C4)C2)C3)cc1 (stereo not given)
42. Cc1cccc(-n2ncc3c(NC4CCCCC4)ncnc32)c1
43. Cc1cccc(OCC(=O)Nc2nc3ccc([N+](=O)[O-])cc3s2)c1
44. COc1ccc(OC)c(N(CC(=O)NCCc2ccc(OC)c(OC)c2)S(=O)(=O)c2ccccc2)c1
45. Cc1c(C(C)C)c(=O)n(-c2ccc(S(=O)(=O)NC(C)C)cc2)n1C
assay / compound,41,42,43,44,45
FAS TE block,-10.3,14.5,11.3,-1.0,-5.8
CSN deneddyl inh,-3.0,-0.6,2.3,-1.4,-0.1
Rin1-Abl PPI inh,1.6,2.2,-0.3,-0.6,0.6
Rpn11 block,i,i,i,i,i
SKN-1 block,16.9,14.2,4.6,5.0,-5.8
Neddyl block,i,i,i,i,i
NadD inh,-6.7,-3.1,0.8,-4.0,-1.0
MT1-MMP act inh,6.7,-5.3,1.6,-2.6,-1.2
PABP1 MLLE inh,6.6,-0.8,-6.6,-9.6,14.0

Screening data deposited in PubChem BioAssay by several laboratories.
